NCOA1 inh = inhibits human SRC1 coactivator; Q15788; HEK293 GAL4-SRC1 luciferase reporter, luminescence; inhibition, % at 3.6 µM; hit rate 0.12% among 360,000;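 active = inhibition above the campaign mean plus 3 SD, with each screening campaign given its own cutoff, cut at about 60% in these data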;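 also: 0% = DMSO treated cells and 100% = gossypol at 36 µM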
KKLEB cytotox = counter-screen for CF NF-kB inhibitors: cytotoxicity. KKLEB CF airway cells viability, ATPlite luminescence, overnight; stronger effect = lower value; cells stimulated with P. aeruginosa culture filtrate. activity change (cytotoxicity), % at 5 µM. hit rate 0.36% among 360,000. AID 602141;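 active = corrected activity change at or below -50% at 5 µM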
TWEAK-Fn14 inh = inhibitors of TWEAK-Fn14 interaction signaling | TWEAK-stimulated Fn14 reporter cells, luciferase luminescence, 8 h | inhibition, % at 10 µM | hit rate 2% among 360,000 | AID 1159606; in the data active = inhibition above about 50%
TROY NFkB inh = blocks TROY-dependent signaling in reporter cells | hit rate 0.98% among 360,000 | AID 1347056 | Q293 LMP1-TROYcd NF-kB luciferase reporter, 4 h | inhibition, % at 10 µM;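 active = compounds whose plate-normalised and pattern-corrected inhibition of the luciferase reporter signal at the single screening dose is 50% or more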
CF NFkB block = inhibitors of cystic fibrosis induced NF-kB. KKLEB NF-kB-GFP reporter, PAF-induced, GFP fluorescence overnight. inhibition, % at 5 µM. hit rate 0.86% among 360,000. AID 588850;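 active = at least 50% inhibition at 5 µM, scaled per plate between neutral and stimulator controls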;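 also: PAF is a Pseudomonas aeruginosa culture filtrate used as stimulus; plate controls were PAF-stimulated DMSO wells for no effect and unstimulated DMSO wells for full effect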
C8 TRAIL sens = sensitizes caspase-8 expressing cells to TRAIL; AID 624354; inhibition (viability loss, TRAIL sensitization), % at 10 µM; hit rate 1% among 360,000; NB7+C8 cells + TRAIL, ATPlite viability luminescence;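 active = compounds causing at least 50% loss of cell viability in the single-dose screen, relative to plate controls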
NR2F2 inh = inhibitors of human COUP-TFII (NR2F2); P24468; HEK293T NGFI-A luciferase reporter, luminescence; inhibition, % at 8.6 µM; hit rate 0.7% among 370,000; AID 686940;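 active = inhibition above a per-plate cutoff, mean inhibition of test wells between control levels plus 3 SD, cut at about 38% in these data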;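 also: cells cotransfected with COUP-TFII expression vector driving the NGFI-A reporter; 0% = median of COUP-TF2 test wells and 100% = reporter-only cells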
SRC3 inh = inhibitors of human steroid receptor coactivator 3 (SRC3); Q9Y6Q9; HEK293 GAL4-SRC3 luciferase reporter, luminescence; inhibition, % at 3.6 µM; hit rate 0.17% among 360,000; AID 588352;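 active = inhibition above a per-campaign cutoff, the mean of all compounds plus 3 SD, cut at about 60% in these data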;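 also: 0% = DMSO-treated cells and 100% = gossypol-treated cells at 36 µM; higher means less SRC3-driven luciferase light from the GAL4 reporter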
Target sequence (Q9Y6Q9 whole entry, looked up, the tested form may be a part): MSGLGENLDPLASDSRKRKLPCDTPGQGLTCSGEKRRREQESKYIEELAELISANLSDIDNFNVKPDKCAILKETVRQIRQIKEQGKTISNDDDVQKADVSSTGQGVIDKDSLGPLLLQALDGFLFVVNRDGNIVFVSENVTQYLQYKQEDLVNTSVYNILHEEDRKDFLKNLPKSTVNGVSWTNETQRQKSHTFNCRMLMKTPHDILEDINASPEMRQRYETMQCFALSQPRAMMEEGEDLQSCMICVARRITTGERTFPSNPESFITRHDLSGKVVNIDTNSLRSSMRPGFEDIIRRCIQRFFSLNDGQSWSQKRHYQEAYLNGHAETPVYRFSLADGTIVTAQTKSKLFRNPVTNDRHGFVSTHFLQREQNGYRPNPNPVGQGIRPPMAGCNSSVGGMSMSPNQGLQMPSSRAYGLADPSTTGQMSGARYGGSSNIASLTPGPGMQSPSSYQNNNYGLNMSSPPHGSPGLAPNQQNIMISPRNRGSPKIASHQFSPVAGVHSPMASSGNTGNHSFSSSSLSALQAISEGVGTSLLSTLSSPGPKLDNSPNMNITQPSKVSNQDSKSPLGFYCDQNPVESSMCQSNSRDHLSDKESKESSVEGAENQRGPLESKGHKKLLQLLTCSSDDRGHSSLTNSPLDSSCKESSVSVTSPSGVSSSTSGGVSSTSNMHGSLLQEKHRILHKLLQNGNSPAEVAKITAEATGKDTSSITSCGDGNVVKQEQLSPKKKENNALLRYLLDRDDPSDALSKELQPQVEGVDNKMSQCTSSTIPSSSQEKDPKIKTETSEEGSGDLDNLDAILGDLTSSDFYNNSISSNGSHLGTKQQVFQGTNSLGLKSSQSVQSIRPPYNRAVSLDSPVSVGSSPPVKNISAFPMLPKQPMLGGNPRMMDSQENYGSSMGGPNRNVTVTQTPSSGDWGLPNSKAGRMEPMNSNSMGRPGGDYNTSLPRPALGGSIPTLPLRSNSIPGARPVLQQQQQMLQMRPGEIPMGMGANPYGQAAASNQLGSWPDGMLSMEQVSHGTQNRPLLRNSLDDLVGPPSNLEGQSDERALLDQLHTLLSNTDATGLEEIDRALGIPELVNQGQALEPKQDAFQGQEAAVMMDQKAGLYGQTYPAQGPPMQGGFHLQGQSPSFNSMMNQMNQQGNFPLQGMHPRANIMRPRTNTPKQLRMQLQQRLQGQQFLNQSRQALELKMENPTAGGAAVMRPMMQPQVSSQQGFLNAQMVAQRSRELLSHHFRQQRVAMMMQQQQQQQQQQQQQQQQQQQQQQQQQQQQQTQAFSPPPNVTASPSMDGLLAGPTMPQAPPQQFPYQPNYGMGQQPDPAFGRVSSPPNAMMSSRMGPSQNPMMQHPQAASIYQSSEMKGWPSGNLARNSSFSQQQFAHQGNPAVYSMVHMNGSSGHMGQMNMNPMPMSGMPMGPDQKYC
EBV LMP1 NFkB = reduces LMP1-driven NF-kappaB luciferase signal. LMP1-induced NF-kappaB luciferase reporter cells, luminescence. inhibition, % at 12.5 µM. hit rate 0.69% among 350,000. AID 504558; in the data active = inhibition above about 41%;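 also: 0% = neutral control wells and 100% = reference inhibitor control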
Shn3 3UTR inh = Schnurri-3 reporter inhibition in Clone20 osteoblasts; hit rate 0.52% among 360,000; inhibition, % at 12.5 µM; Clone20 osteoblast Shn3 3'UTR firefly luciferase, 24 h;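 active = mean inhibition of at least 75% with every replicate also reaching 75%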;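 also: 0% = median of neutral control wells and 100% = pilot-screen positive control compound; some compounds past the cut are filed as inactive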
NR5A2 inv ag = suppresses constitutive activity of human LRH-1; AID 602396; inhibition, % at 3.6 µM; hit rate 0.13% among 360,000; O00482; HEK293T StAR-luciferase reporter, LRH-1 transfected, 24 h;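 active = inhibition above the mean inhibition of all tested compounds plus 3 SD, cut at about 73% in these data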;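 also: 0% = DMSO wells and 100% = reporter-only cells lacking LRH-1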
Starred values were filed as active, the others as inactive; . = no result given.

SMILES	NCOA1 inh	KKLEB cytotox	TWEAK-Fn14 inh	TROY NFkB inh	CF NFkB block	C8 TRAIL sens	NR2F2 inh	SRC3 inh	EBV LMP1 NFkB	Shn3 3UTR inh	NR5A2 inv ag
CC(=O)Nc1ccc(S(=O)(=O)NC(C)c2ccccc2)cc1 (stereo unspecified)	23	-5	0	8	14	18	13	-2	3	-5	4
COc1cc2nc(CN(C)CC(=O)Nc3ccc(N4CCOCC4)cc3)[nH]c(=O)c2cc1OC	-4	0	9	-6	4	-13	12	-1	-4	1	-6
CCOC(=O)C1=C(CC)Nc2ccccc2N=C1NC(=O)Nc1ccc(Cl)c(Cl)c1	-3	-25	73*	53*	56*	56*	-3	12	39	23	-21
CCCCCOC(=O)Cn1c(=O)c2c(nc(N3CCOCC3)n2C)n(C)c1=O	-2	-13	-6	6	4	-6	-12	14	8	-20	-7
O=C1C(Cl)=C(NCC2CCCO2)C(=O)N1CCc1ccccc1 (stereo unspecified)	-71	7	-15	-68	6	1	-38	-36	-20	-100	-101
Cc1cc(C)n2nc(SCC(=O)N/N=C/c3ccc(F)cc3)nc2n1	-9	6	4	-24	-2	8	-20	29	-4	2	7
CN(C)CCN(Cc1ccco1)C(=O)c1cc2c(Cl)nc3ccccc3c2s1	-1	-27	-64	-35	-9	4	-25	-16	-46	-2	-44
O=C(CN1C(=O)NC2(CCc3ccccc32)C1=O)c1ccc(F)cc1 (stereo unspecified)	-3	3	4	-3	-4	-8	-25	11	7	8	-22
CC1CC(C)CN(S(=O)(=O)c2cc(C(=O)O)c(Cl)s2)C1 (stereo unspecified)	-6	1	6	11	-10	-13	7	-18	-6	-83	3
Nc1nc2c(s1)C(=O)CCC2	1	12	-10	5	-6	17	-8	13	-1	-2	4
O=C(COC(=O)c1cccc(F)c1)NC(=O)NC1CCCC1	-5	-1	-12	2	-6	-2	-10	8	5	4	-5
Cc1csc(SCC(=O)Nc2cc(F)ccc2C)n1	-2	6	-7	-10	-10	-12	-1	5	-5	-7	-14
Clc1nnc(NC2CCCCC2)c(Cl)c1Cl	7	9	-25	1	1	25	-9	1	6	6	3
Cc1ccc(C(=O)OCC(=O)N(C)C2CCS(=O)(=O)C2)cc1S(=O)(=O)N1CCCCC1 (stereo unspecified)	-3	12	0	-2	-16	-10	4	1	0	2	-19
C/C(=N\NC(=O)CO/N=C(\C)c1cccs1)c1ccc(N)cc1	-11	5	0	16	6	-13	3	7	0	3	-3
O=C(N/N=C/C=C\c1ccco1)c1ccccn1	-60	13	2	-22	-19	7	-21	-33	-5	-32	-59
Cn1c(SC(C(=O)Nc2ccc(F)cc2)c2ccccc2)nc2ccccc21 (stereo unspecified)	-1	4	5	-10	3	1	14	-2	1	-3	-4
O=C(Nc1ccc(NC(=O)C2CCCCC2)nc1)c1ccccn1	-54	5	10	-100	4	11	-41	-74	-8	-33	-124
Cc1n(N)c2ccccc2[n+]1CC(=O)c1ccccc1	-18	0	2	-4	2	-10	-6	10	-3	-3	1
O=C(Nc1ccc(F)c(Cl)c1)c1cc(C2CCCCN2C(=O)c2ccc3c(c2)CCO3)on1 (stereo unspecified)	16	1	0	20	-9	14	6	-12	.	11	-27
CC(=O)C(Cc1cccc(F)c1)(Cc1cccc(F)c1)C(C)=O	0	-8	-12	20	3	-3	-11	0	-1	-7	3
O=C(NCC1COc2ccccc2O1)c1c[nH]c2ccc(S(=O)(=O)N3CCOCC3)cc2c1=O (stereo unspecified)	-25	0	-3	-8	-4	0	13	-8	4	0	6
COc1ccc(CCn2c(=N)c(C(=O)NCCN3CCOCC3)cc3c(=O)n4ccccc4nc32)cc1OC	1	-4	-15	-3	0	11	-15	-11	9	-10	3
CCOC(=O)c1c(NC(=O)COC(=O)CNC(=O)c2ccco2)sc(C(C)=O)c1C	-12	2	-4	3	0	-9	2	-2	-9	1	9
CC1CCCCN1CC(=O)Nc1ccc(Oc2ccccc2)cc1 (stereo unspecified)	-19	-4	-2	-10	11	7	-5	-37	-4	-40	1
COc1ccccc1CNS(=O)(=O)c1ccc2c(c1)NC(=O)CS2	4	8	3	8	-7	-6	18	12	-2	8	3
COc1ccc2nc(SCC(=O)NC3CCCc4ccccc43)[nH]c2c1 (stereo unspecified)	3	-4	20	11	10	4	-3	21	4	-20	-4
COc1ccc(NC(=O)C(=O)NNC(=O)C(C)Oc2ccc(Cl)cc2Cl)cc1 (stereo unspecified)	-3	-3	4	12	7	7	4	6	4	-7	14
Cc1ccc(C)c(N2CCN(C3CCCCC3NS(=O)(=O)c3ccccc3)CC2)c1 (stereo unspecified)	4	-7	-1	-11	25	-2	.	3	1	8	-1
COc1cccc(CN2C(=O)CCC2(C)C(=O)NC2CCCC2)c1 (stereo unspecified)	-2	7	1	-9	-17	-1	0	15	2	1	7

Arranged by value in EBV LMP1 NFkB (low to high): 3 from the list above
Structure	EBV LMP1 NFkB
O=C(N/N=C/C=C\c1ccco1)c1ccccn1	-5
Cc1ccc(C)c(N2CCN(C3CCCCC3NS(=O)(=O)c3ccccc3)CC2)c1 (stereo unspecified)	1
COc1cccc(CN2C(=O)CCC2(C)C(=O)NC2CCCC2)c1 (stereo unspecified)	2

(more compounds)
SMILES	NCOA1 inh	KKLEB cytotox	TWEAK-Fn14 inh	TROY NFkB inh	CF NFkB block	C8 TRAIL sens	NR2F2 inh	SRC3 inh	EBV LMP1 NFkB	Shn3 3UTR inh	NR5A2 inv ag
O=C(O)CCCC(=O)Nc1cccc2cccnc12	-38	-13	1	1	4	-8	-4	7	16	-7	-5
CCn1cc(C(=O)NCC(=O)NCCCN2CCOCC2)c(=O)c2cc3c(cc21)OCO3	-47	0	-10	17	-18	-3	11	-2	-1	4	-3
O=C(CNC(=O)C1CC1)Nc1ccc(F)c(F)c1F	4	11	3	-18	23	-12	7	13	2	-3	-8
COC(=O)C1=C(C)NC(=O)/C1=C\c1cc(C)n(-c2ccccc2)c1C	13	2	-42	-28	-5	-11	9	-8	0	-4	2
Cc1ccc(NC(=O)c2nc[nH]c2C(=O)N[C@H](C)c2ccccc2)cc1	6	-13	16	0	2	-5	-2	-13	-9	12	15
Cc1cc(N2C(=O)C(O)=C(C(=O)c3ccco3)C2c2ccc(O)cc2)no1 (stereo unspecified)	-13	6	-28	-8	7	-3	-1	-7	-38	-8	-9
N/C(=N\OC(=O)Cc1ccccc1)c1cccc(Br)c1	-8	11	-11	-63	-12	-2	-3	-16	0	-20	7
CCOC(=O)C1C(=O)NC(N2CCOCC2)=NC1c1ccco1 (stereo unspecified)	6	-13	-2	-6	6	-12	11	-10	-1	3	3
CCCCN(CCCC)CCCNC(=O)C12CN(Cc3ccccc3)CC1C(c1cccc([N+](=O)[O-])c1)=NO2 (stereo unspecified)	3	-10	-12	6	-14	13	-8	4	9	-12	-2
Cc1nc2ccccc2c(=O)n1/N=C/c1cccs1	-43	14	1	-17	-13	9	-8	-30	-11	-23	-14
Cc1sc2ncn(CC(=O)NCc3ccco3)c(=O)c2c1-c1ccc(F)cc1	2	-39	3	15	30	4	-12	5	-19	2	-20
COc1ccccc1N1C(N)=NC(N)=NC12CCCCC2	7	-12	13	10	3	-8	-8	-7	-6	22	4
CCOC(=O)Nc1ccc2c(c1)N(C(=O)CCN1CCN(CCO)CC1)c1ccccc1CC2	2	0	-6	6	-1	-5	3	-1	3	8	3
COc1ccc(C(=O)N/N=C(\C)CC(=O)Nc2ccc(Cl)cn2)cc1	-12	4	12	-26	-7	8	-3	-17	-1	5	-18
Cc1ccc(S(=O)(=O)NCCC(=O)NCC(c2cccs2)N(C)C)cc1C (stereo unspecified)	-32	7	1	-2	24	-6	-6	2	1	-1	-13
CC(C)CS(=O)(=O)C1=NN2C(=N)/C(=C\c3ccc(OC(=O)c4ccco4)cc3)C(=O)N=C2S1	-37	4	-15	28	12	6	2	6	-2	-27	-1
CCOc1ccc2[nH]c3c(N4CCN(c5ccccn5)CC4)ncnc3c2c1	3	0	19	19	-20	25	26	8	10	9	-10
Cc1oc(/N=C/c2ccc(O)cc2O)c(C#N)c1C	10	5	10	-1	7	1	16	10	0	-16	23
O=C1CN2C(=N1)N(Cc1ccccc1)c1ccccc12	3	1	8	11	4	-10	-16	-21	-1	5	0
Cc1ccc(C(=O)/C=C/c2ccc3ncccc3c2)cc1	-11	0	36	8	34	24	17	-3	18	6	-4
CC(=O)NC(c1ccc(F)c(F)c1)c1nc(-c2cnn(C)c2)cs1 (stereo unspecified)	-8	-2	-6	5	-28	-19	15	-6	.	-13	-3
CO[C@H]1C=CO[C@@]2(C)Oc3c(C)c(O)c4c(O)c(c(C=NN5CCN(C)CC5)c(O)c4c3C2=O)NC(=O)C(C)=CC=C[C@H](C)[C@H](O)[C@@H](C)[C@@H](O)[C@@H](C)[C@H](OC(C)=O)[C@@H]1C	-8	4	-18	0	7	8	-6	-12	-4	3	10
O=C(O)c1ccc(S(=O)(=O)c2ccc3c(c2)C(=O)N(c2ccc(Br)cc2)C3=O)cc1	-13	-9	-2	-6	13	-9	1	1	-7	4	2
Cc1cc(=O)[nH]c(N/N=C/c2c(F)c(F)c(F)c(F)c2F)n1	10	2	-6	0	4	9	-2	-23	-7	9	16
Nc1c(Cl)cc(-c2csc(N3CCCC3c3nc4cc(Cl)c(Cl)cc4n3CCOCCO)n2)cc1Cl (stereo unspecified)	-7	-12	6	-21	12	13	9	-18	3	23	1
COC(=O)c1ccc(CSc2nncn2N)cc1	-30	6	0	-6	-4	0	-19	7	7	-46	-1
CN(C)C(=O)/C(=C\c1ccc(-c2cccc([N+](=O)[O-])c2)o1)NC(=O)c1ccccc1	3	-1	-2	2	-8	-2	-9	-1	7	0	-6
Cc1ccc2cc(CN(C)C(=O)C3CCCO3)c(=O)[nH]c2c1 (stereo unspecified)	-24	1	0	14	-8	10	-27	-18	-14	-32	-21
CCC1CN(C(=O)N2CCC(C(=O)NCc3ccc(C)o3)CC2)c2cc(C)ccc2O1 (stereo unspecified)	1	-13	21	-3	37	-5	8	-4	-6	12	5
CN(C)/C=N/c1nc2nccc(-c3ccccn3)n2n1	2	0	-4	6	3	-10	2	12	1	8	-11
Cc1ccc(C(C)(C)C)c(SCC(=O)Nc2nnc(C)s2)c1	-7	-2	-81	-8	5	16	16	-1	-9	-98	2
CC(=O)c1cccc(N2C(=NC(=O)CCc3ccccc3)SC3CS(=O)(=O)CC32)c1 (stereo unspecified)	18	14	2	-6	6	-12	18	5	-11	0	-21
O=C(C=Cc1ccccc1Cl)c1ccccc1	-21	1	-3	-46	15	19	-28	-27	-13	-40	-29
COC(=O)/C=C/c1cc(F)ccc1S(=O)(=O)NC(C)(C)C	-16	12	-2	-1	-15	-7	18	-3	-1	17	13
COc1ccc2c(ccn2S(=O)(=O)c2ccccc2)c1	-14	-3	-4	7	-20	-8	16	-16	-10	16	-8
COc1ccc(N(CC(=O)NC2CCCCC2)C(=O)CNC(=O)c2cccs2)cc1	4	-8	-9	15	4	-4	8	7	-4	-3	-7

CF NFkB block: hit marks shown above.
Molecule	NCOA1 inh	TWEAK-Fn14 inh	CF NFkB block	NR2F2 inh	SRC3 inh	EBV LMP1 NFkB	Shn3 3UTR inh	NR5A2 inv ag
CCOC(=O)C1=C(CC)Nc2ccccc2N=C1NC(=O)Nc1ccc(Cl)c(Cl)c1	-3	73*	56*	-3	12	39	23	-21

Only part of the results is shown; the hit share may differ from the screen's.
